# Assay outcomes as filed in PubChem.
# IDH1 mut inh: inhibitors of human IDH1 R132H | 0.18% of 70,000 active | IDH1 R132H reductase, diaphorase/resazurin fluorescence, 60 min | AID 624101 | inhibition, % at 10 µM; in the data active = inhibition above about 34%;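 note: 0% = DMSO and 100% = no enzyme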
# Target sequence (O75874 whole entry R132H): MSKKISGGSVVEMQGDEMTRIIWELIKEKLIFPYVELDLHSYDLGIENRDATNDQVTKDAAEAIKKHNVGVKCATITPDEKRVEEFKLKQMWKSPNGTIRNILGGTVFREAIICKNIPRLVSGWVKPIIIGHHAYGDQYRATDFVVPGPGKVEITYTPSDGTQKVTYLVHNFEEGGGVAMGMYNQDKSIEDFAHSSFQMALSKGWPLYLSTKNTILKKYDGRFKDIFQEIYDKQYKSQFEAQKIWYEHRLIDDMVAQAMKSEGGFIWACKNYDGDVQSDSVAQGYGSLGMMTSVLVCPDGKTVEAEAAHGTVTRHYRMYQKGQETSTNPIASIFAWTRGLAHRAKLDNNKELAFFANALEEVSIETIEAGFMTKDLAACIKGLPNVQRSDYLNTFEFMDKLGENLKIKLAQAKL
# EZH2 inh: EZH2 (human) methyltransferase inhibition. PRC2 H3K27 methylation, DELFIA TRF, 1 h. inhibition, % at 12.5 µM. 0.35% of 57,000 active;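 active = mean inhibition of replicates at least 50% and every single replicate also reaching 50%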;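 note: dimethyl H3K27 on biotinylated H3 21-44 peptide detected by antibody; plate controls were median neutral control wells for no effect and median positive control wells for full effect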
# * hit, by the source's call; nt = no result given.
SMILES,IDH1 mut inh,EZH2 inh
C[C@@H]1CN([C@H](C)CO)C(=O)CCCn2cc(nn2)CO[C@@H]1CN(C)S(=O)(=O)c1cn(C)cn1,1.3,nt
CNC(=O)CN(c1ccccc1C)S(=O)(=O)c1ccc(Cl)cc1,0.5,0
CCOc1ccccc1NC(=O)CN1C(=O)c2ccc([N+](=O)[O-])cc2C1=O,0.3,-15
CC(C)[C@@H](C)NC(=O)N(C)C[C@@H]1OCc2ccccc2-c2ccccc2C(=O)N([C@H](C)CO)C[C@@H]1C,-1.7,5
Cc1cc(C)c2c(CC(=O)NCc3ccco3)coc2c1,1.1,-11
C[C@@H]1CN([C@@H](C)CO)C(=O)c2ccccc2-c2ccccc2CO[C@@H]1CN(C)C(=O)Nc1ccnc(N2CCOCC2)c1,-1.0,-6
C[C@@H]1CN([C@H](C)CO)C(=O)c2ccccc2-c2ccccc2CO[C@H]1CN(C)S(=O)(=O)c1ccccc1F,nt,3
CCCC#Cc1cnc2c(c1)C(=O)N([C@H](C)CO)C[C@@H](C)[C@@H](CN(C)Cc1ccccc1)O2,-0.1,nt
CO[C@@H]1CN(C)C(=O)c2cc(NC(=O)c3ccc(F)cc3)ccc2OC[C@H](C)NC[C@@H]1C,nt,8
O=C(O)CCCCCC(=O)N/N=C/c1ccccc1,-0.2,0
COc1cccc(NC(=O)C(C)N(c2ccc(Cl)cc2)S(C)(=O)=O)c1 (centres undefined),0.1,-3
COc1cccc(S(=O)(=O)N[C@@H]2CC[C@@H](CCn3cc(-c4ccccc4)nn3)O[C@@H]2CO)c1,-0.9,-5
CC(=O)OCCNC(=O)c1cccnc1,0.1,-7
C[C@H](CO)N1C[C@H](C)[C@H](CN(C)C)OCCCC[C@H](C)Oc2ccc(NC(=O)C3CCCCC3)cc2C1=O,0.4,-17
Cc1noc(C)c1NC(=O)Nc1ccc2c(c1)C(=O)N([C@H](C)CO)C[C@@H](C)[C@@H](CN(C)C(=O)Nc1ccccc1)O2,0.0,nt
COc1cc2c3cc1Oc1c(OC)c(OC)cc4c1[C@@H](Cc1ccc(OC(=O)c5ccc([N+](=O)[O-])cc5)c(c1)Oc1ccc(cc1)C[C@@H]3N(C)CC2)N(C)CC4,-0.2,-18
CCCC(=O)Nc1ccc2c(c1)OC[C@H](C)N(C(=O)C1CCCC1)C[C@H](C)[C@@H](OC)CN(C)C2=O,0.3,3
O=C(C[C@@H]1CC[C@@H](NC(=O)Nc2cc(F)ccc2F)[C@@H](CO)O1)Nc1ccccc1,-0.1,3
Cc1cc(C)cc(OCC(=O)Nc2cc(-c3nc4ccccc4s3)ccc2C)c1,-0.1,18
COc1ccc(OC)c(N(CC(=O)Nc2cccc(C(F)(F)F)c2)S(C)(=O)=O)c1,0.4,-2

# Overlap with the part before: 2 compounds, then new ones.
SMILES,IDH1 mut inh,EZH2 inh
Cc1cc(C)cc(OCC(=O)Nc2cc(-c3nc4ccccc4s3)ccc2C)c1,-0.1,18
COc1ccc(OC)c(N(CC(=O)Nc2cccc(C(F)(F)F)c2)S(C)(=O)=O)c1,0.4,-2
O=C(Cc1ccncc1)NCC[C@@H]1CC[C@H](NC(=O)C2CCOCC2)[C@H](CO)O1,-0.2,11
Cc1cc(C(=O)NCCCN2CCCC2=O)no1,-0.4,1
C[C@@H]1CN([C@H](C)CO)C(=O)c2cc(N(C)C)ccc2O[C@@H](C)CCCCO[C@H]1CN(C)Cc1ccc(C(=O)O)cc1,nt,-7
Cc1ccc(S(=O)(=O)N2C(=O)CCC2C(=O)Nc2cc(C(F)(F)F)ccc2Cl)cc1 (centres undefined),-1.0,-13
C[C@@H]1CCCCO[C@@H](CN(C)Cc2ccc(Cl)c(Cl)c2)[C@@H](C)CN([C@H](C)CO)C(=O)c2cc(NC(=O)CCCCCC(=O)Nc3ccccc3N)ccc2O1,0.4,-13
CCC(=O)N1C[C@H](C)[C@H](OC)CN(C)C(=O)c2cc(NC(=O)Nc3ccccc3)ccc2OC[C@H]1C,-0.3,-5
C[C@H]1CN([C@@H](C)CO)C(=O)Cc2cc(NC(=O)C3CC3)ccc2O[C@@H]1CN(C)Cc1ccc(C(=O)Nc2ccccc2N)cc1,nt,-5
Cc1c(Cl)c(C(F)(F)F)nn1CC(=O)Nc1ccc(C#N)cc1,-0.4,nt
CNC[C@@H]1Oc2ccc(NC(=O)NC(C)C)cc2CC(=O)N([C@@H](C)CO)C[C@H]1C,3.3,0
C=CC1CN(S(=O)(=O)c2ccc(Br)cc2)C(=O)N1c1ccc(Br)cc1 (centres undefined),nt,12
CC(=O)c1ccc(NC(=O)CSc2nc(-c3ccccc3)c(C#N)c(=O)[nH]2)cc1,4.4,-8
Cc1ccc(S(=O)(=O)N[C@H]2CC[C@@H](CCNC(=O)C3CCC3)O[C@H]2CO)cc1,-0.1,4
C[C@@H]1CN([C@@H](C)CO)S(=O)(=O)c2ccc(C3=CCCCC3)cc2O[C@@H]1CN(C)C(=O)CN(C)C,5.9,-15
CCOc1ccc(C)cc1S(=O)(=O)NCC1CCCO1 (centres undefined),-0.4,-4
C[C@H](O)C#Cc1cnc2c(c1)C(=O)N([C@H](C)CO)C[C@H](C)[C@@H](CN(C)CC1CCCC1)O2,-1.5,nt
C[C@@H]1CN([C@H](C)CO)S(=O)(=O)c2ccc(C#CC(C)(C)O)cc2O[C@H]1CN(C)Cc1ccc(-c2ccccc2)cc1,-2.2,21
C[C@H]1CN([C@@H](C)CO)C(=O)Cc2cc(NC(=O)Nc3ccc(F)cc3)ccc2O[C@H]1CN(C)C(=O)Nc1ccccc1,-0.2,nt
CC(=O)c1c(C)nn(CC(O)COc2ccc3ccccc3c2)c1C (centres undefined),0.8,7
O=C(CCCCCCC(=O)Nc1ccccc1O)N/N=C/c1ccccc1OCCO,-1.0,-9
C[C@@H]1CN([C@@H](C)CO)C(=O)c2cccc(NS(=O)(=O)c3ccc(F)cc3)c2O[C@H]1CN(C)CC1CCCCC1,-2.7,-4

# Record cards, as listed above. Order of values: IDH1 mut inh, EZH2 inh
# `C[C@@H]1CN([C@@H](C)CO)C(=O)c2cccc(NS(=O)(=O)c3ccc(F)cc3)c2O[C@H]1CN(C)CC1CCCCC1` is listed with -2.7, -4
# `C[C@H](O)C#Cc1cnc2c(c1)C(=O)N([C@H](C)CO)C[C@H](C)[C@@H](CN(C)CC1CCCC1)O2` is listed with -1.5, nt
# `CC(=O)c1c(C)nn(CC(O)COc2ccc3ccccc3c2)c1C` (centres undefined) is listed with 0.8, 7
# `CC(=O)c1ccc(NC(=O)CSc2nc(-c3ccccc3)c(C#N)c(=O)[nH]2)cc1` is listed with 4.4, -8
# `C[C@@H]1CN([C@@H](C)CO)S(=O)(=O)c2ccc(C3=CCCCC3)cc2O[C@@H]1CN(C)C(=O)CN(C)C` is listed with 5.9, -15

# Continued.
SMILES,IDH1 mut inh,EZH2 inh
Cc1noc(C)c1NC(=O)N(C)C[C@H]1Oc2c(NC(=O)NC(C)C)cccc2C(=O)N([C@@H](C)CO)C[C@H]1C,1.0,nt
Cc1ccc(C(=O)O)cc1S(=O)(=O)N1CCC(C(=O)O)CC1,-0.2,-17
C[C@@H]1CCCCO[C@@H](CN(C)S(=O)(=O)c2ccccc2)[C@@H](C)CN([C@H](C)CO)C(=O)c2cc(NS(=O)(=O)c3cn(C)cn3)ccc2O1,-3.6,nt
C[C@H]1CN([C@@H](C)CO)S(=O)(=O)c2ccc(C3=CCCC3)cc2O[C@@H]1CN(C)CC1CCOCC1,-0.5,11
C[C@@H](NC(=O)C[C@H]1C[C@H]2c3cc(NS(=O)(=O)c4ccc(F)cc4)ccc3O[C@H]2[C@@H](CO)O1)c1ccccc1,-0.3,3
O=S(=O)(CCSc1nc2ccccc2o1)c1nc2ccccc2s1,0.3,13
C[C@@H]1CCCCO[C@@H](CN(C)Cc2ccc(C(F)(F)F)cc2)[C@H](C)CN([C@H](C)CO)C(=O)c2cc(NC(=O)CCCN(C)C)ccc2O1,1.3,nt
CN(C)CCOC(=O)COc1ccc(Cl)cc1,-0.1,-3
C[C@H](CO)N1C[C@H](C)[C@@H](CN(C)Cc2ccccn2)Oc2ncc(C#Cc3ccccc3)cc2C1=O,-0.1,nt
C[C@@H]1CN([C@@H](C)CO)C(=O)c2cc(-c3ccccc3)cnc2O[C@H]1CN(C)Cc1ccccn1,-4.4,10
COCC(=O)N(C)C[C@H]1Oc2cc(C#CC3CC3)ccc2S(=O)(=O)N([C@@H](C)CO)C[C@@H]1C,-2.9,-6
CO[C@H]1CN(C)C(=O)c2ccc(NC(=O)c3ccccc3)cc2OC[C@@H](C)N(C(C)=O)C[C@@H]1C,-0.4,-16
O=C(C[C@@H]1CC[C@@H](NC(=O)c2ccccc2)[C@@H](CO)O1)NCc1ccncn1,0.1,-1
CC(C)(O)CCc1cc2c(cc1O)O[C@H]1c3ccc(O)cc3OC[C@@H]21,0.4,nt
C[C@H](O)C#Cc1ccc2c(c1)O[C@H](CN(C)C(=O)C1CC1)[C@H](C)CN([C@@H](C)CO)S2(=O)=O,5.9,-11
C[C@@H]1CCCCO[C@@H](CN(C)C(=O)Nc2ccccc2)[C@@H](C)CN([C@H](C)CO)C(=O)c2cc(NC(=O)Nc3cccc4ccccc34)ccc2O1,0.2,nt
O=C(N[C@@H]1CC[C@@H](CC(=O)N2CCOCC2)O[C@@H]1CO)c1ccc2c(c1)OCO2,0.3,2
CCc1cc2c(SCC(=O)O)ncnc2s1,-0.3,4
Cc1ccc(S(=O)(=O)N[C@H](C(=O)NCCn2cc(CN3C(=O)COC[C@H]3c3ccccc3)nn2)C(C)C)cc1,nt,1
Cc1ccc([N+](=O)[O-])cc1N(CC(=O)Nc1ccccc1Cl)S(C)(=O)=O,0.1,nt
C[C@@H]1CN([C@H](C)CO)C(=O)c2cc(NC(=O)Cn3cnnn3)ccc2O[C@H]1CN(C)S(=O)(=O)c1cccs1,0.0,nt
C[C@H]1CN([C@@H](C)CO)C(=O)c2cc(NC(=O)Nc3cccc4ccccc34)ccc2O[C@@H]1CN(C)Cc1ccc2c(c1)OCO2,-7.4,-20
CC(C)NC(=O)N(C)C[C@@H]1OCCCC[C@@H](C)Oc2ccc(NC(=O)c3ccncc3)cc2C(=O)N([C@H](C)CO)C[C@@H]1C,3.3,-22
COC(=O)C[C@@H]1C[C@@H]2c3cc(NC(=O)CN(C)C)ccc3O[C@@H]2[C@@H](CO)O1,-0.7,-3
C[C@@H]1CN([C@@H](C)CO)C(=O)Cc2cc(NS(=O)(=O)c3ccc(F)cc3)ccc2O[C@@H]1CN(C)Cc1ccncc1,nt,1
Cc1ccc(S(=O)(=O)N[C@H](C(=O)NCCn2cc(C(=O)NO)nn2)C(C)C)cc1,nt,5
Cc1ccc(S(=O)(=O)N(C)C[C@H]2Oc3ccc(NS(=O)(=O)c4ccccc4)cc3CC(=O)N([C@H](C)CO)C[C@H]2C)cc1,3.0,nt
O=C(O)CCS(=O)(=O)c1cccc2cccnc12,-0.1,-2
COc1cccc(S(=O)(=O)N(C)C[C@H]2OCc3cn(nn3)CCCC(=O)N([C@@H](C)CO)C[C@@H]2C)c1,nt,-6
C[C@@H]1CN([C@@H](C)CO)C(=O)c2ccccc2-c2ccccc2CO[C@@H]1CN(C)C(=O)Nc1ccccc1C(F)(F)F,nt,-19

# Taken from above.
# For IDH1 mut inh, `C[C@H]1CN([C@@H](C)CO)C(=O)c2cc(NC(=O)Nc3cccc4ccccc34)ccc2O[C@@H]1CN(C)Cc1ccc2c(c1)OCO2` has the entry -7.4
# For EZH2 inh, `C[C@@H]1CN([C@@H](C)CO)C(=O)c2ccccc2-c2ccccc2CO[C@@H]1CN(C)C(=O)Nc1ccccc1C(F)(F)F` has the entry -19
# For IDH1 mut inh, `C[C@@H]1CN([C@H](C)CO)C(=O)c2cc(NC(=O)Cn3cnnn3)ccc2O[C@H]1CN(C)S(=O)(=O)c1cccs1` has the entry 0.0

# Additional compounds
SMILES,IDH1 mut inh,EZH2 inh
CCCNC(=O)N(C)C[C@H]1Oc2ncc(-c3ccc(OC)cc3)cc2C(=O)N([C@@H](C)CO)C[C@@H]1C,-2.6,-2
C[C@@H]1CN([C@H](C)CO)C(=O)c2cccc(NC(=O)c3ccc(-c4nccs4)cc3)c2O[C@H]1CN(C)Cc1ccc(C(F)(F)F)cc1,0.9,nt
COc1ccc(OC)c(S(=O)(=O)N2CCC(C(=O)Nc3ccc4c(c3)OCCO4)CC2)c1,-0.2,5
CC(C)(C)NS(=O)(=O)c1ccc(NC(=O)COc2ccc3ccccc3c2Br)cc1,-0.2,10
C[C@H]1CN([C@@H](C)CO)S(=O)(=O)c2ccc(Br)cc2O[C@@H]1CN(C)C(=O)C1CCC1,-1.3,4
CN1CCN(C(=O)c2ccccc2NC(=O)CCN2C(=O)c3ccccc3C2=O)CC1,-0.2,-11
COc1ccc(NC(=O)N(C)C[C@@H]2Oc3c(NC(=O)Nc4ccc5c(c4)OCO5)cccc3C(=O)N([C@@H](C)CO)C[C@@H]2C)cc1,0.8,nt
C[C@@H]1CN([C@H](C)CO)S(=O)(=O)c2ccc(Br)cc2O[C@H]1CN(C)CC1CCCC1,-1.9,nt
CCCC(=O)Nc1ccc2c(c1)C(=O)N(C)C[C@H](OC)[C@@H](C)CN[C@H](C)CO2,0.1,-16
NCC[C@H]1CC[C@H](NC(=O)NC2CCCCC2)[C@H](CO)O1,0.4,5
COc1ccc(NC(=O)Nc2ccc3c(c2)C(=O)N([C@H](C)CO)C[C@H](C)[C@@H](CN(C)C(=O)Cc2ccccc2)OCCCC[C@H](C)O3)cc1,-1.5,nt
C[C@@H]1CN([C@@H](C)CO)C(=O)c2cc(C#Cc3cccnc3)cnc2O[C@@H]1CN(C)S(C)(=O)=O,0.3,1
C[C@@H]1CN([C@@H](C)CO)C(=O)CCCn2nncc2CO[C@H]1CN(C)Cc1cccc(C(=O)O)c1,-1.2,nt
CO[C@@H]1CN(C)C(=O)c2cc(NC(=O)NC(C)C)ccc2OC[C@H](C)NC[C@H]1C,nt,11
COCC#Cc1cnc2c(c1)C(=O)N([C@H](C)CO)C[C@H](C)[C@@H](CN(C)Cc1ccccc1)O2,0.1,-11
CCn1c(SCC(=O)Nc2ccccc2F)nnc1-c1ccc(Br)cc1,1.0,6
C[C@H]1CN([C@@H](C)CO)C(=O)Cc2cc(NC(=O)c3ccncc3)ccc2O[C@@H]1CN(C)Cc1ccc(Cl)c(Cl)c1,-0.1,-20

# Only part of the results is shown; count on the stated rates, not on these rows.
